# Screening data deposited in PubChem by Sanford-Burnham Center for Chemical Genomics.
# ER stress death: ER stress cell death inhibition. CSM14.1 thapsigargin ER stress survival, ATP luminescence. relative survival (cellular ATP), % at 15 µg/mL (by protocol). 0.33% of 48,000 active. AID 1010;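 active = survival measured by cellular ATP above 50% at 15 µg/ml in the first screen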;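 also: cell death triggered by about 15 µM thapsigargin; ATP read 24 h after thapsigargin was added; plate controls were thapsigargin with DMSO for no effect and DMSO without thapsigargin for full effect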
# Starred values were filed as active, the others as inactive. Some of the compounds tested. The share of hits here may be higher or lower than overall.
SMILES,ER stress death
NC(=O)c1cccc(N=Cc2ccc(Br)s2)c1,2
CCC(C(=O)NCc1ccccc1OC)c1ccccc1 (stereo not drawn),3
c1ccc(-n2ncc3c(N4CCN(C5CCCCC5)CC4)ncnc32)cc1,-7
O=C(C[n+]1cc(Br)cc(Br)c1)c1ccc(Cl)cc1,-11
Cc1cccc(C(=O)NN=C2CCN(C)CC2)c1,0
CCOc1cc(/C=C2\C(=O)NC(=O)N(c3cc(C)cc(C)c3)C2=O)c(Br)cc1O,-4
O=C1N=c2ccc(I)cc2=C1c1[nH]c(=S)[nH]c1O,1
O=C(CSc1ccc(/C=N/NC(=O)c2ccncc2)o1)Nc1ccccc1,2
Cc1nc2ccccc2n1CC(O)COc1ccc(Br)cc1 (stereo not drawn),15
CCC1=NN2C(=N)/C(=C\c3ccc(N(CC)CC)cc3)C(=O)N=C2S1,3
Cc1ccc(-c2ncnn2-c2ccc(F)c([N+](=O)[O-])c2)cc1,2
Cc1cccc(C)c1OCCCCNCCO,-2

# Quoted at random: 5 records from the list.
SMILES,ER stress death
Cc1ccc(-c2ncnn2-c2ccc(F)c([N+](=O)[O-])c2)cc1,2
NC(=O)c1cccc(N=Cc2ccc(Br)s2)c1,2
O=C(CSc1ccc(/C=N/NC(=O)c2ccncc2)o1)Nc1ccccc1,2
O=C1N=c2ccc(I)cc2=C1c1[nH]c(=S)[nH]c1O,1
CCC1=NN2C(=N)/C(=C\c3ccc(N(CC)CC)cc3)C(=O)N=C2S1,3

# (next part)
SMILES,ER stress death
Cn1c(COc2ccc(Cl)cc2)n[nH]c1=S,2
CCc1ccc(NC(=O)COc2ccc(C)cc2C)cc1,5
CCOC(=O)c1ccc(-c2ccc(/C=C3\C(=O)N(c4ccc(S(N)(=O)=O)cc4)N=C3C)o2)cc1,2
Cc1ccccc1N(C=O)C(=O)C1C(C)C2C=CC1C21CC1 (stereo not drawn),6
O=C1NC(=O)N(c2ccccc2)C(=O)/C1=C\c1ccc(-c2cccc(C(=O)O)c2)o1,-5
COc1ccccc1NC(=O)CC1S/C(=N\N=C(/C)C(C)(C)C)NC1=O (stereo not drawn),9
Cc1cccc(OCCCN2CCCC2)c1C,-6
Cc1nc(C)c(C(=O)NNC(=O)c2cccc([N+](=O)[O-])c2C(=O)O)s1,13
COc1cc(C=O)c(Br)cc1OCc1ccc(Cl)cc1Cl,2
COc1ccc(CNC(=O)c2cc(Cl)ccc2Cl)cc1,9
Cc1cc(OCC(O)CN2CCN(Cc3ccccc3)CC2)ccc1C(C)C (stereo not drawn),-4
CCC(CC)N=C1NS(=O)(=O)c2cc([N+](=O)[O-])ccc21,4
Cc1nn(-c2ccccc2)c(C)c1S(=O)(=O)O,4
COc1cc(/C=C/C(=O)O)ccc1S(=O)(=O)Nc1ccc(C(=O)O)cc1,-3
COC(=O)c1cccc(NC(=O)c2c(Cl)ccc(Cl)c2OC)c1,12
Cc1ccc2ccccc2c1CSCC(=O)Nc1ccccc1,-2
CC(C)(C)c1ccc(C(=O)Nc2sc3c(c2C(N)=O)CCCCC3)cc1,4
CCCCNc1cc(C)oc(=O)c1C(C)=O,5
Nc1cccc(C(=O)/C=C/c2ccc(Cl)cc2Cl)c1,5
COc1ccc(N2C(=O)NC(=O)/C(=C/c3ccc(OCc4ccccc4F)c(OC)c3)C2=O)cc1,6
CC1CN(c2ccc(Cl)cc2[N+](=O)[O-])CCN1S(C)(=O)=O (stereo not drawn),-4
C/C(=N/N=C(\C)C1C(=O)c2ccccc2C1=O)c1cccs1,2
O=C(O)C1CCCCC1C(=O)Nc1nc(-c2cccc3ccccc23)cs1 (stereo not drawn),-1
COc1cc(/C=C2/SC(=S)N(C)C2=O)ccc1OCCOc1ccc([N+](=O)[O-])cc1,-1
CC1(C)Cc2c(sc(N)c2C#N)C(C)(C)N1,5
CCN(CC)C1=NC(C(F)(F)F)(C(F)(F)F)N=C(OC(C)C)O1,-3
COc1ccc(Cl)cc1C(=O)Nc1sc2c(c1C(N)=O)CCC(C)C2 (stereo not drawn),3
O=C1c2ccccc2C(=O)N1CC(O)COC1CCCCC1 (stereo not drawn),2
O=C(/C=C/c1ccco1)N1CCN(c2ccccc2)CC1,3
CN(C)c1ccc(C(=S)N2CCOCC2)cc1,-12
CCP(=O)(CC)CCP(=O)(c1ccccc1)c1ccccc1,11
CCc1sc(NC(=O)COc2ccccc2)c(C(N)=O)c1C,12
CS(=O)(=O)N(Cc1ccc(C(=O)Nc2ccc(CC#N)cc2)cc1)c1ccccc1,9
O=C1c2cccc3cccc(c23)C(=O)N1CCOc1ccccc1,-2
CCOC(=O)C1=C(c2ccccc2)NC(=S)NC1c1ccc(SC)cc1 (stereo not drawn),7
COc1ccc(C(=O)/C=C/Nc2cccc(C(F)(F)F)c2)cc1,-3
COc1ccc(CCNc2cc(N3CCN(C)CC3)ccc2[N+](=O)[O-])cc1OC,-1
Cc1cc2nc(-c3cc(NC(=O)c4ccco4)ccc3Cl)oc2cc1C,27
COc1ccc(CCNc2cc(N3CCN(CCO)CC3)ccc2[N+](=O)[O-])cc1OC,5
CCOC(=O)COc1ccccc1/C=C1\C(=O)NC(=O)N(c2ccc(C)cc2)C1=O,-2
CCC1S/C(=N/N=C/c2ccc3c(c2)OCO3)NC1=O (stereo not drawn),1
O=C(c1ccc(Br)o1)N1CCN(c2ccc([N+](=O)[O-])cc2)CC1,4
COc1ccc(/C(N)=N/OC(=O)COc2ccccc2)cc1OC,-11
Cc1ccc(N(CC(=O)NCc2ccncc2)S(=O)(=O)c2ccc(F)cc2)cc1,5
O=C(O)/C(=C\c1ccccc1)NC(=O)c1ccccc1,-4
Cc1ccc2[nH]c(C)c(CN3CC(C)OC(C)C3)c(=O)c2c1 (stereo not drawn),-6
O=C(c1cccc(Cl)c1)N1CCN(Cc2ccccc2F)CC1,-4
CCN(CC)C(=O)c1c(NC(=O)c2ccc([N+](=O)[O-])cc2)sc2c1CCCCC2,2
COc1ccccc1Oc1ccccc1C(=O)O,-1
O=C(Nc1cc(-c2nc3ccccc3o2)ccc1Cl)c1cccs1,7
COC(=O)C1(C(=O)OC)CCCC1(C(=O)OC)C(=O)OC,-1
CCCCOC(=O)c1cccc(-c2ccc(/C=C3\C(=O)N(c4ccc(S(N)(=O)=O)cc4)N=C3C)o2)c1,5
Cc1ccccc1C(=O)NCCCn1ccnc1,8
CCN(CC)C(=O)CN(c1ccc(C)cc1)S(=O)(=O)c1ccc(F)cc1,5
Cc1cc(C)n(/N=C/c2c[nH]c3ccccc23)c(=O)c1C#N,3
Cc1ccc(C(=O)NC(NC(=S)Nc2cc(C)ccc2C)C(Cl)(Cl)Cl)cc1 (stereo not drawn),8
OCc1ccc(-c2cccc(Cl)c2)o1,-3
COc1ccc(C)cc1NCc1ccncc1,12

# Of the compounds above, 15 have an aryl methoxy group.
SMILES,ER stress death
CCC(C(=O)NCc1ccccc1OC)c1ccccc1 (stereo not drawn),3
COc1ccccc1NC(=O)CC1S/C(=N\N=C(/C)C(C)(C)C)NC1=O (stereo not drawn),9
COc1cc(C=O)c(Br)cc1OCc1ccc(Cl)cc1Cl,2
COc1ccc(CNC(=O)c2cc(Cl)ccc2Cl)cc1,9
COc1cc(/C=C/C(=O)O)ccc1S(=O)(=O)Nc1ccc(C(=O)O)cc1,-3
COC(=O)c1cccc(NC(=O)c2c(Cl)ccc(Cl)c2OC)c1,12
COc1ccc(N2C(=O)NC(=O)/C(=C/c3ccc(OCc4ccccc4F)c(OC)c3)C2=O)cc1,6
COc1cc(/C=C2/SC(=S)N(C)C2=O)ccc1OCCOc1ccc([N+](=O)[O-])cc1,-1
COc1ccc(Cl)cc1C(=O)Nc1sc2c(c1C(N)=O)CCC(C)C2 (stereo not drawn),3
COc1ccc(C(=O)/C=C/Nc2cccc(C(F)(F)F)c2)cc1,-3
COc1ccc(CCNc2cc(N3CCN(C)CC3)ccc2[N+](=O)[O-])cc1OC,-1
COc1ccc(CCNc2cc(N3CCN(CCO)CC3)ccc2[N+](=O)[O-])cc1OC,5
COc1ccc(/C(N)=N/OC(=O)COc2ccccc2)cc1OC,-11
COc1ccccc1Oc1ccccc1C(=O)O,-1
COc1ccc(C)cc1NCc1ccncc1,12
